Source: PubChem
Rv3671c protease: Rv3671c (M. tuberculosis) protease inhibition; P9WHR9; inhibition, % at 5.96 µM; 0.048% of 320,000 active; in the data active means inhibition above about 38%;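 further: extracellular domain of Rv3671c used as enzyme; 0% = enzyme with DMSO and 100% = no enzyme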
Target sequence (P9WHR9 whole entry, looked up, the tested form may be a part): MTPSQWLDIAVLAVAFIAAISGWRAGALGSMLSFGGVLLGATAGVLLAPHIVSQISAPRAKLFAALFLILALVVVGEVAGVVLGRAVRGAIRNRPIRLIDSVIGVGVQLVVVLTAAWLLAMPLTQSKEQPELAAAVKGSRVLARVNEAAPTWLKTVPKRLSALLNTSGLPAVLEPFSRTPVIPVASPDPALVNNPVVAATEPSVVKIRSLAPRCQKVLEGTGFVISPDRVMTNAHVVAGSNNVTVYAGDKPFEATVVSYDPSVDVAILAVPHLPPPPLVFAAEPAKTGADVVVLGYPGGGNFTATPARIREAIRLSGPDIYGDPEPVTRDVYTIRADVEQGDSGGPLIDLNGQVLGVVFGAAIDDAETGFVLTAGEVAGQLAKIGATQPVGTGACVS
Mtb BioA inh: inhibitors of Mycobacterium tuberculosis BioA enzyme; purified M. tuberculosis BioA enzyme, plate reader; inhibition, % at 9.99 µM; 0.096% of 360,000 active; in the data active means inhibition above about 40%; inconclusive means no clear call, values can overlap the other calls
CCHF vOTU inh: CCHFV vOTU protease inhibition. 0.55% of 370,000 active. Pep-AMC fluorescence. inhibition, % at 11.5 µM; further: 0% = vehicle wells with enzyme and 100% = no enzyme wells
FBA Mtb inh: inhibits M. tuberculosis FBA enzyme; P9WQA3; purified M. tuberculosis FBA, fluorescence read-out; inhibition, % at 1 µM; 2.3% of 360,000 active; in the data active means inhibition above about 27%;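 further: 0% = vehicle and 100% = reference inhibitor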
Target sequence (P9WQA3 whole entry, looked up): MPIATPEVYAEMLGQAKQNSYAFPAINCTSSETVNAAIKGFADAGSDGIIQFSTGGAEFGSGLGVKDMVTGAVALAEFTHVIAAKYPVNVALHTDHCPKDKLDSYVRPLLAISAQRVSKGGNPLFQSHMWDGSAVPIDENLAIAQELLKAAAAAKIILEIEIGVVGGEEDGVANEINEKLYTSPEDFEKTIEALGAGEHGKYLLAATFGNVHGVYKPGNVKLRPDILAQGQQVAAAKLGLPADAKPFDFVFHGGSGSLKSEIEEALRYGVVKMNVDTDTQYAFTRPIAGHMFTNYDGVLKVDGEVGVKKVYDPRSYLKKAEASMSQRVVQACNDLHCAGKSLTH
BoNT F protease: inhibitors of Botulinum neurotoxin F light chain protease; Multiplex microsphere protease cleavage assay, flow cytometry; 0.22% of 360,000 active; inhibition, % at 10 µM; in the data active means inhibition above about 35%, passing the limit was not always enough; inconclusive means no clear call, values can overlap the other calls; further: plate controls were buffer without enzyme for full effect and enzyme alone for no effect
VHR inh abs: blocks human VHR1 dual specificity phosphatase. inhibition, % at 13.3 µM. P51452. recombinant VHR phosphatase, pNPP absorbance. 0.52% of 290,000 active; in the data active means inhibition above about 50%; further: some compounds called inactive have numbers as strong as hits
Target sequence (P51452 whole entry, looked up): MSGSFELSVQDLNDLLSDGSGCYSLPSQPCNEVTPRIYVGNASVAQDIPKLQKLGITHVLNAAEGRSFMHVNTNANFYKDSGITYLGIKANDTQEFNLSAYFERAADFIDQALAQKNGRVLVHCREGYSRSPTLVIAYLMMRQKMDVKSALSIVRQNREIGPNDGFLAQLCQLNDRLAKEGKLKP
UGM FP inh: Mtb UDP-galactopyranose mutase inhibition | P9WIQ1 | purified UGM, fluorescence polarization probe displacement | inhibition, % at 10 µM | 0.06% of 320,000 active | AID 504406; in the data active means inhibition above about 10%, passing the limit was not always enough; inconclusive means no clear call, values can overlap the other calls
FadD28 binding: inhibitors of Mycobacterium tuberculosis FadD28 bisubstrate binding. FadD28 bisubstrate probe binding, fluorescence polarization. inhibition, % at 12.5 µM. AID 588549. 0.22% of 360,000 active; in the data active means inhibition above about 8.5%, passing the limit was not always enough; inconclusive means no clear call, values can overlap the other calls
GDH-TPI inh: counter-screen for M. tuberculosis FBA inhibitors: GDH-TPI coupled enzymes. GDH-TPI coupled enzyme counterscreen, NADH absorbance. inhibition, % at 4.8 µM. 1.2% of 360,000 active. AID 588335;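 further: 0% = DMSO wells and 100% = wells lacking the enzyme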
MazF activator: activators of E. coli MazEF toxin-antitoxin RNase | P0AE70 | FAM/BHQ RNA-DNA oligo cleavage fluorescence, 5 h | activation, % at 20 µM | 0.32% of 350,000 active; in the data active means activation above about 50%
Target sequence (P0AE70 whole entry, looked up): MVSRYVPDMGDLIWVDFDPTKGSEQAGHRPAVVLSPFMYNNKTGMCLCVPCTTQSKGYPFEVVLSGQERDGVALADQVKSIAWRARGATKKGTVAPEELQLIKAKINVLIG
The depositor's hits bear a star; ? = inconclusive; · = no result given. Unless noted, no stated cut-off is given here; in the data, active means inhibition above about 30%; inactive means the rest. No enrichment for hits, and some 4.9% of all compounds hit somewhere here.

SMILES	Rv3671c protease	Mtb BioA inh	CCHF vOTU inh	FBA Mtb inh	BoNT F protease	VHR inh abs	UGM FP inh	FadD28 binding	GDH-TPI inh	MazF activator
O=C(Nc1cccc(F)c1)NC1CCN(Cc2ccccc2)CC1	4	15	-14	-3	-7	-7	-0.4	-4.4	-6	4
COc1ccc(/C=C(\C#N)C(=O)Nc2cc(S(=O)(=O)N3CCOCC3)ccc2N2CCCC2)cc1	7	-2.3	-3	-5	-2	-2	1.8	-1.3	21	-4
O=C(Nc1ccccc1Cl)c1ccc(C(=O)Nc2ccccc2Cl)cc1	·	·	12	6	3	·	·	0.6	7	-9
COC(=O)Cc1ccc(NC(=S)NCCCO)cc1	4	0.7	-3	1	-11	33	-0.9	-1.3	1	6
CCN=C1SCC(=O)N1c1ccc(OC)cc1	6	0.2	0	-1	1	3	-0.8	-1.2	6	3
Oc1cccc(/C=N/N(Cc2ccccc2)c2ccccc2)c1	7	·	5	-3	-1	9	1.2	-0.6	-4	-13
CC(C)CCNC(=O)NC(=O)CSc1nnc2ccccn12	2	-0.1	2	-1	3	-4	-0.4	-2.1	8	7
COc1ccc(CNC(=O)c2nn(-c3ccccc3)cc2OC)cc1	1	6.0	4	1	0	10	-2.1	-3.2	-1	10
O=C1N=C2N(CCN3CCCCC3)c3ccccc3N2/C1=C\c1ccc([N+](=O)[O-])s1	·	·	-11	6	-20	·	·	-0.1	1	10
Cn1c2nc3ccccc3c-2nc2ccccc21	·	0.0	13	-8	6	·	·	-3.3	13	9
CC1CCN(c2cc(N3CCOCC3)c(F)cc2[N+](=O)[O-])CC1	3	0.6	-1	-6	?	28	4.1	-4.0	16	10
N#C/C(=C\c1ccc(Cl)c([N+](=O)[O-])c1)c1ccccn1	0	·	12	-3	9	13	-0.6	-0.8	5	-3
CC1CCCC(C)N1C(=O)COC(=O)C(Cc1ccccc1)NC(=O)c1cccs1 (configuration not stated)	-8	·	3	-2	-7	-9	2.1	-1.6	-4	-8
Cc1ccc(C(=O)NCCC(=O)NCc2cc(=O)n(C)c(=O)n2C)cc1	1	-0.2	10	0	1	-7	0.3	1.5	0	-8
OCC1(Cc2ccc(Cl)cc2)CCN(Cc2ccc(Oc3ncccn3)cc2)CC1	4	17	12	5	-2	0	2.0	-0.8	4	7
Cc1ccc(C)c(S(=O)(=O)Nc2cc3c4c(c2)CCN4C(=O)CC3)c1	8	0.7	5	8	·	·	3.1	-0.3	10	-14
COc1ccc([C@@H]2C[C@H](c3ccccc3)Oc3cc(OC)c(OC)c(OC)c32)cc1	0	-0.8	10	-3	-1	19	-1.1	-5.0	0	4
COc1ccc(C(c2nnnn2-c2ccc3c(c2)OCCO3)N2CCC(n3c(=O)[nH]c4ccccc43)CC2)cc1 (configuration not stated)	·	1.4	-3	-1	-8	·	·	-3.5	·	·
O=C1N=C(N2CCCC2)S/C1=C\c1ccccc1	-3	-2.9	-5	-4	4	27	4.8	-0.5	54*	2
Cc1ccc(C(C(=O)NC(C)(C)C)N(C(=O)c2csnn2)c2cccc(F)c2)o1 (configuration not stated)	-9	-0.3	16	2	-4	-8	0.4	-2.0	-2	4
O=C(CN1CCN(S(=O)(=O)c2ccc(Cl)cc2)CC1)Nc1ccc2c(c1)OCO2	-2	2.8	6	-2	-12	19	0.5	-1.8	8	-1
COC(=O)CN(c1ccc(C)cc1)S(=O)(=O)c1ccc2c(c1)n(C)c(=O)c(=O)n2C	3	-0.8	·	1	-8	27	1.0	-3.7	8	-4
O=C(Cc1ccc(Cl)cc1Cl)NC1CCCCCC1	-5	-1.2	4	-2	-11	24	2.0	-1.1	4	-12
N#C/C(=C(/O)CO/N=C/c1ccccc1Cl)c1nc2ccccc2[nH]1	4	·	-7	0	?	10	5.3	0.0	4	-24
COc1ccc(S(=O)(=O)NNC(=O)C2CC(c3cccnc3)=NO2)cc1 (configuration not stated)	-1	·	-10	-1	-3	28	-2.1	-3.9	4	4
C=CC[C@@H](CC(=O)N[C@H](CO)Cc1ccccc1)C(=O)N[C@@H](COC(=O)[C@@H](CC=C)Cc1ccc(F)cc1)Cc1c[nH]c2ccccc12	-10	-0.6	17	2	-14	·	-3.0	-2.3	8	2
O=C1C(Oc2ccccc2)C(c2cccs2)N1Cc1ccc2c(c1)OCO2 (configuration not stated)	1	0.0	5	3	3	27	1.1	-2.7	6	-5
CCOc1ccc(S(=O)(=O)N(C)c2ccc(OCC(=O)NCC3CCCO3)cc2)cc1 (configuration not stated)	-2	0.2	3	3	0	26	0.1	-3.6	1	5
O=S(=O)(Nc1ccc(C(F)(F)F)cc1)c1cnc[nH]1	-4	1.3	-1	-2	-7	26	1.1	-0.6	2	-12
COc1ccc(CCNC(=O)C2CCCN(S(C)(=O)=O)C2)cc1 (configuration not stated)	4	-0.6	-9	0	?	-3	-0.4	-3.0	-16	-12
COc1ccc(-c2noc(CSc3nnc(CCc4ccccc4)n3-c3ccccc3)n2)cc1OC	2	-13	9	2	-7	-16	-6.5	0.3	11	0
O=c1[nH]c(SCc2nc3ccccc3c(=O)n2-c2ccccc2C(F)(F)F)nc2ccccc12	-13	4.4	2	1	1	-2	3.2	-24	10	-21
CC(Cl)(Cl)/C(=N/P(=S)(N1CCOCC1)N1CCOCC1)N1CCOCC1	4	-0.7	0	-1	6	35	0.1	-1.3	14	-1
COc1cc2c(cc1OC)C(c1ccc(SC)cc1)CC(=O)N2 (configuration not stated)	5	3.7	-6	2	24	15	-2.1	-1.8	1	9
COc1ccc(-c2nnc3ccc(SCC(=O)Nc4nccs4)nn23)cc1OC	6	·	4	-5	-3	-5	0.8	-7.5	1	1
O=C(NCc1cccs1)c1cc(-c2ccccc2)nc2ccccc12	-15	·	-7	-1	3	8	·	-3.6	9	-1
Cc1ccc(S(=O)(=O)N2CCCCC2)cc1C(=O)NCCc1ccccc1	0	0.0	6	2	4	10	0.4	-1.3	5	-7
O=C(NCc1ccccc1Cl)c1ccc2c(=O)n(CC3CCCO3)c(=S)[nH]c2c1 (configuration not stated)	-12	0.8	1	1	-1	1	-1.6	-2.5	-1	19
Cc1ccc2ccc(S(=O)(=O)n3nc(C)cc3C)cc2c1	-1	1.3	5	2	-18	-1	2.0	-1.2	3	-9
CCCC(=O)N1CCN(c2ccc(NC(=O)c3ccccc3)cc2)CC1	-2	-1.4	2	0	-9	4	4.0	0.9	1	-8
COc1ccc(NC(=O)CSCC(=O)N2CCCc3ccccc32)cc1	2	0.9	1	-2	1	·	0.5	-3.4	7	-5
Cc1ccc(S(=O)(=O)c2ncccc2N)cc1	2	0.2	-16	12	-2	20	0.5	0.1	5	-3
COc1ccc(C(CC(=O)Nc2ccc(C)cc2)NC(=O)C(F)(F)F)cc1 (configuration not stated)	-1	-3.2	-15	1	5	-2	-1.3	0.2	30	7
COc1ccc(C(=O)N2CCCC(c3nc(-c4ccc(OC)c(OC)c4)no3)C2)c(OC)c1 (configuration not stated)	5	·	-4	1	5	5	1.1	-1.3	0	2
COc1ccccc1C1CC(c2ccc(NS(C)(=O)=O)cc2)=NN1S(=O)(=O)c1ccccc1 (configuration not stated)	-4	-0.6	10	-5	3	-3	1.3	-2.0	11	3
CCN(CC)CCCN(Cc1cc2cc3c(cc2[nH]c1=O)OCO3)C(=S)Nc1ccccc1	-1	1.1	-26	11	-5	20	1.4	-7.1	13	0
CCCCn1nnnc1C(CCSC)N1CCC(n2c(=O)[nH]c3ccccc32)CC1 (configuration not stated)	·	6.3	0	0	8	·	·	-0.6	·	·
Cn1c(=O)oc2cc(S(=O)(=O)N3CCC(C(=O)N4CCc5ccccc5C4)CC3)ccc21	-6	-3.0	4	7	-2	23	0.2	-2.1	9	8
CCOC(=O)c1c(C)c(C#N)c2c3ccccc3ccn12	-1	-1.3	-12	0	-1	10	-0.7	-0.3	-2	-2
COCCN(C(=O)CC1OC(=O)c2ccccc21)c1c(N)n(Cc2ccccc2)c(=O)[nH]c1=O (configuration not stated)	0	-0.9	15	0	-11	·	0.8	-2.0	-5	4
COc1ccc(S(=O)(=O)NC(=O)C2(C)CCN2C(=O)CC2CCCCC2)cc1OC (configuration not stated)	·	0.2	-9	-2	3	·	·	-4.3	0	·
CCCNC(=O)CSc1ccc(S(=O)(=O)N2CCCCC2)cn1	·	-0.5	9	-1	13	·	·	-0.7	8	2
Cc1c([N+](=O)[O-])cc(C(=O)Oc2cccc(C(=S)N3CCOCC3)c2)cc1[N+](=O)[O-]	8	·	-6	2	-4	23	1.0	-0.5	4	2
O=C1NC2=C(C(=O)CCC2)C(c2ccccc2[N+](=O)[O-])N1 (configuration not stated)	-1	·	4	-3	5	26	0.4	·	-13	12
Cc1nnc(Sc2c(-c3ccccc3)c3ccc(Cl)cc3[nH]c2=O)s1	-2	4.6	-12	8	3	7	-3.4	-0.8	-1	3
O=[N+]([O-])c1ccc2c(c1)CCN2	·	-1.6	7	-9	1	·	·	-2.1	14	-8
COc1ccc(C(=O)Nc2ccc3[nH]ccc3c2)cc1	2	·	-3	3	-11	·	-1.1	-1.3	0	-2
COc1ccc(-c2ncncc2-c2ccc(OC)c(OC)c2)c(O)c1	·	4.7	-19	3	4	33	1.7	-3.3	8	-9
O=C(NCCCN1CCOCC1)c1cc(-c2ccc(O)cc2)on1	5	-1.7	11	0	-3	15	0.9	-1.5	-1	8
CCOC(=O)CN1N=C(c2ccc(Cl)s2)CSC1=O	5	·	3	-1	-13	-4	-0.3	-4.4	16	-11

Sorted by SMILES length (smallest number first): some entries from above.
SMILES	Rv3671c protease	Mtb BioA inh	CCHF vOTU inh	FBA Mtb inh	BoNT F protease	VHR inh abs	UGM FP inh	FadD28 binding	GDH-TPI inh	MazF activator
O=[N+]([O-])c1ccc2c(c1)CCN2	·	-1.6	7	-9	1	·	·	-2.1	14	-8
CCOC(=O)CN1N=C(c2ccc(Cl)s2)CSC1=O	5	·	3	-1	-13	-4	-0.3	-4.4	16	-11
CCOC(=O)c1c(C)c(C#N)c2c3ccccc3ccn12	-1	-1.3	-12	0	-1	10	-0.7	-0.3	-2	-2
CCCNC(=O)CSc1ccc(S(=O)(=O)N2CCCCC2)cn1	·	-0.5	9	-1	13	·	·	-0.7	8	2
O=C1NC2=C(C(=O)CCC2)C(c2ccccc2[N+](=O)[O-])N1 (configuration not stated)	-1	·	4	-3	5	26	0.4	·	-13	12
COc1ccc(S(=O)(=O)NC(=O)C2(C)CCN2C(=O)CC2CCCCC2)cc1OC (configuration not stated)	·	0.2	-9	-2	3	·	·	-4.3	0	·
COCCN(C(=O)CC1OC(=O)c2ccccc21)c1c(N)n(Cc2ccccc2)c(=O)[nH]c1=O (configuration not stated)	0	-0.9	15	0	-11	·	0.8	-2.0	-5	4

(more compounds)
SMILES	Rv3671c protease	Mtb BioA inh	CCHF vOTU inh	FBA Mtb inh	BoNT F protease	VHR inh abs	UGM FP inh	FadD28 binding	GDH-TPI inh	MazF activator
O=S(=O)(Cc1ccccc1)N1CCC(N2CCN(c3ccccc3)CC2)CC1	0	2.7	16	-2	0	-1	0.6	-3.8	5	5
CCCC(=O)N1CCCC(c2cc(C(=O)NCc3ccc(F)cc3)no2)C1 (configuration not stated)	·	0.1	-21	0	-3	·	·	-0.8	11	·
CCOc1ccc(C(=O)NC(C(=O)NCCc2ccc(OC(F)F)cc2)C(C)C)cc1 (configuration not stated)	2	-1.5	3	-3	-4	1	2.5	·	-5	4
COC(=O)c1ccccc1SC1CC(=O)N(c2ccccc2)C1=O (configuration not stated)	-6	·	-1	-1	-1	42	0.8	-1.9	2	1
CCCn1c(SCC(=O)Nc2ccc(Cl)cc2)n[nH]c1=O	3	·	-1	2	0	-2	-0.1	-3.5	-8	-2
CCOC(=O)c1c(NC(=O)COC(=O)c2ccc(S(=O)(=O)C(F)F)cc2)sc(C(=O)N(C)C)c1C	·	1.5	-1	3	-3	·	·	-3.2	5	3
COc1ccc(OCC(=O)Nc2ccc3c(c2)nc(CCN2CCOCC2)n3C)cc1	1	·	-3	2	10	24	-1.1	-2.0	2	9
O=C(c1nc2ccc(Cl)cn2c1CN1CCC[C@H]1CO)N1CCCCCCC1	3	0.6	-8	0	-1	20	-2.0	-3.7	1	-26
